Screening data: PubChem BioAssay, several laboratories
b-catenin transl: modulators of beta-catenin nuclear translocation, primary screen, imaging, HeLa cells, immunofluorescence, high-content | nuclear translocation activity, % at 5 µM | actives 0.3% (n = 190,000);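 active means nuclear translocation activity above 50% at 5 µM, with a well cell count of 50 or more; inconclusive means wells under 50 cells across six images, flagged as toxic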;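 further: per-cell ratio of nuclear to cytoplasmic median beta-catenin stain intensity; plate controls were DMSO negative control for no effect and GSK-3 inhibitor IX positive control for full effect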
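test system = HeLa cells, endogenous beta-catenin | dosing = single 5 µM dose plus 0.02–20 µM confirmation series | times = compound treatment 24 h, 37°C, 5% CO2 | technique = beta-catenin immunofluorescence imaging with DAPI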
Insulin prom up: insulin promoter activators in MIN6 cells, imaging, high-content screening, mouse beta cells; MIN6 insulin promoter-GFP reporter; stronger effect = higher value; z-score at 5 µM; actives 0.3% (n = 190,000);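 active means z-score above 3 at 5 µM with at least 500 cells counted in the well; inconclusive means wells under 500 cells, flagged as cytotoxic or low count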
Hep lipid drop: inhibitors of hepatocyte lipid droplet formation, primary screen, imaging, high-throughput imaging, BODIPY stain; AML12 mouse hepatocytes, oleate lipid droplets; inhibition, % at 6.5 µM; actives 0.4% (n = 240,000);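 active means lipid droplet intensity inhibited by at least 50%, with more than 500 cells counted; inconclusive means wells with under 300 cells, treated as cytotoxic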
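System: AML12 hepatocytes (mouse). Probe or stimulus: oleic acid at 100 µM to induce lipid droplet formation. Times: overnight treatment with compound plus oleate. Detection: Image-based BODIPY and DAPI two-channel analysis. Evaluation: percent inhibition of filter-corrected integrated lipid droplet intensity per well.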
TNAP activators: human TNAP enzyme activators, primary screen, biochemical, luminescent, no phosphate acceptor, uHTS (AID 1001). one-dose activation fold at 20 µM; EC50 in µM for titrated hits. actives 0.03% (n = 200,000). Alkaline phosphatase, tissue-nonspecific isozyme (Homo sapiens). purified TNAP, luminescent activation assay, no phosphate acceptor; higher activation fold means a stronger effect; in the data active means activation fold from about 3, or a potency from the dose series; inactive means the rest, 99 in 100 with activation fold below about 1.6; further: many of its hits are not listed in these tables
Dynein transport: inhibitors of GR-EGFP nuclear translocation, primary screen, dynein cargo transport inhibitor project, imaging, high-content, 3617.4 mouse cells | test concentration mostly 20 µM; stimulated with dexamethasone, 1 µM; stronger effect = lower value | actives 0.47% (n = 220,000) | z-score, hits read low;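 active means plate z-score of nuclear minus cytoplasmic receptor signal below a set negative limit, without overly bright fluorescence or cell loss, cut at about -3.5 in these data, passing the limit was not always enough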;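 further: z-score of nuclear minus cytoplasmic ring GR-EGFP intensity difference per well; some compounds called inactive have numbers as strong as hits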
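Buffer or medium: tet-free, stripped-serum medium; reagent: dexamethasone at 1.0 µM final, 30 min; incubation: 48 h induction, 1 h compound, 30 min dex at 37 °C; measured by: formaldehyde fixation, Hoechst nuclear stain, 10x automated fluorescence imaging; read-out: nuclear-to-cytoplasmic GR-EGFP distribution per well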
T cell modulator: modulators of CD8 T cell-vesicle binding, primary screen, mouse 2C CD8+ T cells, flow cytometry; AID 2052, 2009; calls only at 7 µM; actives 0.068% (n = 330,000); 2C CD8+ T cell-vesicle binding; stronger effect = lower value;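 active means response, share of CD8 T cells binding vesicles, and their 90th percentile fluorescence all below set limits, cut at about 80% in these data, passing the limit was not always enough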
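material = purified 2C TCR transgenic mouse naive CD8+ T cells | controls = Unloaded micro-vesicles (low), QL9 vesicles with 0.7% DMSO (high) | detection = cytometric PE anti-B7-1 and Alexa647 anti-CD8 signals after 1% paraformaldehyde fixation | incubation = binding step 1.5 h, 37 °C, antibody labelling 20 min, ice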
MT stabilizer: microtubule stabilizers in HeLa cells, primary screen, imaging, high-content imaging; % tubulin-high responders, % at 10 µM; HeLa tubulin immunostaining HCS, 24 h; share of cells brighter than vehicle mean+2SD; actives 0.83% (n = 200,000); AID 2205, 2009;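 active means plate Z-score above 3 for both tubulin-high and condensed-nucleus cell shares, with cell loss under 80%, at 10 µM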;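 further: anti alpha tubulin signal scored within the nucleus-defined area of each cell; some results filed as inactive read as strong as hits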
Myeloid diff MLP: induction of myeloid progenitor differentiation, primary screen, cell-based, flow cytometry, MLPCN library; ER-HoxA9 myeloid progenitors, lysozyme-GFP differentiation; calls only at 10 µM; actives 1% (n = 360,000); AID 624256, 2012;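 active means normalized GFP-positive differentiation at or above the plate's own cutoff, the solvent-only control mean plus 3 SD; inconclusive means no clear call, values can overlap the other calls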;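 further: cells exposed to compound for four days before flow analysis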
PMI inhibitors: inhibitors of human PMI, primary screen, biochemical, fluorescence intensity, coupled assay (AID 1209) | Mannose-6-phosphate isomerase (Homo sapiens) | purified PMI enzyme, coupled fluorescence intensity; higher % means a stronger effect | inhibition, % at 20 µM; hits with a dose series show IC50 in µM | actives 0.42% (n = 190,000); in the data active means inhibition above about 50%;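 further: plate controls were DMSO vehicle for no effect and wells lacking substrate for full effect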
Dynein transport cytoplasmic EGFP: also measured in Dynein transport; calls as there; z-score; measured here: cytoplasmic GR-EGFP intensity; stronger effect = higher value
Dynein transport nuclear GR-EGFP: also measured in Dynein transport; calls as there; z-score; measured here: nuclear GR-EGFP intensity;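 lower value marks the stronger effect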
Dynein transport cell count: further read-out of Dynein transport, marked with its call; z-score; measured here: cell count per field
Insulin prom up cell count: also measured in Insulin prom up; calls as there; cell count; measured here: cytotoxicity, nuclei count;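 total cells summed across four imaged fields per well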
Hep lipid drop cells 6.5 µM: also measured in Hep lipid drop; calls as there; cell count; measured here: cell count, cytotoxicity flag;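 cells counted across two imaged fields per well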
b-catenin transl cell count 5 µM: also measured in b-catenin transl; calls as there; cell count; measured here: cell count, cytotoxicity flag
T cell modulator vesicle-bound %: recorded beside T cell modulator, whose call it bears; double positive events, %; measured here: CD8+ vesicle-bound cell fraction;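 binding gate set so that unloaded-vesicle control wells show 10% double positive cells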
MT stabilizer Hoechst-high %: further read-out of MT stabilizer, marked with its call; % Hoechst-high responders; measured here: nuclear condensation Hoechst responders;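 share of cells brighter than vehicle mean plus two SD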
MT stabilizer cytotoxicity %: further read-out of MT stabilizer, marked with its call; toxicity, %; measured here: cytotoxicity by cell density;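 0% = mean cell density of plate MIN control wells and 100% = no cells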
Myeloid diff MLP GFP+ MAC1+ %: further read-out of Myeloid diff MLP, marked with its call; GFP+ MAC1+ double positive, %; measured here: differentiation confirmed by MAC1 staining
* = called active by the depositor; i = inactive; u = inconclusive; x = not tested or not shown.

The line under a structure holds: b-catenin transl, b-catenin transl cell count 5 µM, Insulin prom up, Insulin prom up cell count, Hep lipid drop, Hep lipid drop cells 6.5 µM, TNAP activators, Dynein transport, Dynein transport cytoplasmic EGFP, Dynein transport nuclear GR-EGFP, Dynein transport cell count, T cell modulator, T cell modulator vesicle-bound %, MT stabilizer, MT stabilizer Hoechst-high %, MT stabilizer cytotoxicity %, Myeloid diff MLP, Myeloid diff MLP GFP+ MAC1+ %, PMI inhibitors
O=C(CSc1nnc(-c2cccnc2)n1-c1ccc(SC(F)F)cc1)N1CCCc2ccccc21
 : 0.7, 458, 0.06, 1211, 14, 695, 1.1, 0.15, 0.022, 0.86, -1.5, i, 47, 1.3, 2.0, 6.1, i, 0.3, -4%
CC(C(=O)Nc1ccc(S(=O)(=O)N2CCOCC2)cc1)N(c1ccccc1)S(C)(=O)=O (stereo not drawn)
 : -1.1, 1207, 0.24, 1205, 15, 777, 1.1, -0.64, -0.12, -0.035, 0.93, i, 28, 2.8, 2.5, 4.7, i, 0.4, 22%
Cc1ccc(S(=O)(=O)NCCC(=O)O)cc1
 : -3.4, 1196, -0.48, 968, -8, 753, 1.2, -0.5, 0.057, 0.058, 0.27, i, 60, 1.0, 1.1, 6.5, i, 1.0, -3%
CCOc1ccc(C(C)=O)cc1N1C(=O)C2C3C=CC(C3)C2C1=O (stereo not drawn)
 : -4.9, 1176, x, x, -9, 776, 1.1, -0.66, 0.037, -0.028, 0.36, i, 34, 1.9, 1.6, 6.4, i, 12, 6%
O=CN1CCN(C2CC(=O)N(c3ccc(Br)cc3)C2=O)CC1 (stereo not drawn)
 : -3.1, 972, 1.2, 1069, x, x, 1, -0.9, -0.21, -0.021, 0.65, i, 38, 2.7, 2.0, 5.2, i, 3.0, -1%
O=C(O)Cc1ccc2[nH]c3ccc(CC(=O)O)cc3c2c1
 : -2.2, 849, 0.93, 1083, x, x, 1.1, 0.71, -0.24, 0.096, 0.93, i, 26, 1.4, 1.5, 1.0, i, 0.7, 10%
C=CCNc1nc(N)c([N+](=O)[O-])c(NCCO)n1
 : 1.0, 1336, -0.57, 1093, 13, 696, x, 0.04, -0.052, 0.36, 0.44, i, 27, x, x, x, i, 0.7, x
O=C(O)C(Cc1ccccc1)N1C(=O)CCC1=O (stereo not drawn)
 : 0.9, 1109, -0.96, 1237, -16, 668, 1, -0.34, -0.032, 0.19, 0.42, i, 12, 4.1, 1.7, 9.0, i, 0.0, -7%
C#CCN(C)Cc1ccccc1
 : -0.3, 467, x, x, -4, 713, 1.1, 0.61, -0.28, 0.51, 0.22, i, 44, 2.1, 1.3, 6.3, i, 1.6, -13%
Cc1ccccc1C(=O)N1CCCN(C(=O)c2ccccc2C)CC1
 : 1.6, 1203, 0.3, 1371, 1, 742, 1.1, 1.4, -0.26, 0.73, 0.2, i, 52, 4.2, 3.1, 4.2, i, 0.8, -4%
CCOC(=O)Cc1csc(NC(=O)COc2ccc3ccccc3c2)n1
 : 2.1, 1379, -0.4, 1399, x, x, 1.1, 0.6, -0.25, -0.68, 0.69, i, 67, 1.7, 1.1, 7.1, i, 0.9, 16%
Cc1nn(C)cc1CN(C)C(=O)c1nn2c(c1Cl)NC(c1cccs1)CC2C(F)(F)F (stereo not drawn)
 : -2.4, 1230, -0.69, 1064, -16, 748, 1.1, -0.62, -0.21, -0.3, 1.1, i, 24, 2.1, 1.3, 7.1, u, x, 1%
Cc1ccsc1/C=N/NC(=O)CNC(=O)c1ccco1
 : -1.2, 1000, 0.29, 1265, 9, 703, 1, 0.77, 0.86, 0.38, -0.19, i, 32, 2.2, 1.2, 2.3, i, 0.2, -10%
COc1ccccc1NC(=O)N1CCCC1C(=O)NCc1ccccc1F (stereo not drawn)
 : 2.3, 1095, 0.1, 1182, 7, 790, 1.1, -0.17, -0.22, 0.24, 0.37, i, 5, 3.0, 2.0, 6.8, i, 0.4, -4%
Cc1ccc(CCN2C(=O)c3ccccc3C2C(=O)NCc2cccnc2)cc1 (stereo not drawn)
 : 1.4, 1100, -0.68, 1212, 2, 694, 1, 1.4, -0.21, 0.31, -0.13, i, 4, 1.1, 1.4, 6.4, i, 0.5, -16%
O=C(Cc1ccc(-n2c(=S)[nH]c3ccccc3c2=O)cc1)N1CCN(c2ccccc2)CC1
 : x, x, -0.7, 932, 1, 808, 1, -0.094, -0.27, 0.059, 0.89, i, 27, 1.8, 1.4, 3.6, i, 1.5, 5%
CSc1nc(Oc2ccc(C)cc2)cc(C(F)(F)F)n1
 : 0.4, 1368, 0.89, 1606, x, x, 1.1, 0.92, -0.17, 0.51, -1.2, i, 38, 0.5, 1.6, 7.0, i, 1.1, -1%
CS(=O)(=O)c1ccc2nc(NC(=O)c3ccc(=O)[nH]c3)sc2c1
 : -0.9, 1365, 0.99, 1031, 0, 650, x, -0.36, -0.56, -0.44, 0.15, i, 47, x, x, x, i, 0.6, x
COc1ccccc1Cn1c(C)nc2ccccc21
 : 0.2, 1340, -0.41, 1018, 13, 754, x, 0.092, -0.16, 0.59, -0.06, i, 58, x, x, x, i, 0.1, x
Nc1nonc1C(=Nc1ccccc1)NO
 : -1.5, 985, 0.35, 1239, x, x, 1.1, 1.2, -0.27, 0.64, -0.48, i, 48, 5.8, 3.2, 9.2, i, 5.5, 4%
COC(=O)c1cc(NC(=O)c2ccoc2C)cc(C(=O)OC)c1
 : x, x, -0.21, 1299, 11, 708, 1.1, 0.063, -0.015, 0.3, 0.45, i, 45, 2.3, 3.8, 5.2, i, 0.4, 16%
CCOc1cc(C(=S)N2CCN(C)CC2)ccc1OCC(=O)N1CCOCC1
 : x, x, 0.66, 1274, 7, 705, 1.1, -0.56, -0.27, 0.15, 0.032, i, 61, 2.0, 0.2, 25, i, 1.1, 17%
CCOC(=O)c1ccc(NC(=O)CCc2nc(-c3ccc(C)cc3)no2)cc1
 : -0.7, 982, 0.53, 1162, -38, 705, 1.1, -0.41, -0.16, -0.0013, 0.67, i, 52, 8.0, 1.7, 2.8, i, 1.1, 27%
O=C(CNC(=O)c1ccncc1)N/N=C/c1ccc(Br)cc1
 : 0.8, 1228, -0.02, 1031, -1, 709, x, -0.47, -0.14, -0.23, -0.19, i, 26, x, x, x, i, 0.6, x
COC(=O)c1cccc(NC(=O)Cn2cnc3ccccc3c2=O)c1
 : -0.9, 1080, 0.39, 1923, -43, 556, 1.1, 0.41, -0.22, 0.057, -0.069, i, 30, 4.1, 1.9, 19, i, 0.6, 4%
CC(C)c1ccc(N(C(=O)C(F)(F)F)C(C(=O)NC2CCCCC2)c2ccncc2)cc1 (stereo not drawn)
 : -1.4, 1387, 0.02, 1538, x, x, 1, -0.52, -0.3, -0.21, -0.48, i, 14, 4.6, 1.3, 8.4, i, 0.9, 7%
CC(=O)NC(=S)Nc1cc(C(F)(F)F)ccc1N1CCOCC1
 : -2.0, 947, x, x, 19, 684, 1, -0.43, -0.27, -0.27, 0.48, i, 13, 2.0, 2.5, 6.2, i, 0.1, 7%
CCCCOc1ccc(C(=O)NCc2ccncc2)cc1
 : -2.1, 1210, -0.24, 838, -25, 709, 1.1, -0.57, -0.026, -0.17, 0.51, i, 17, 1.6, 1.3, 5.4, i, 0.6, -1%
CC(C)(C)NC(=O)C(c1ccncc1)N(CC1CCCO1)C(=O)Cn1nnc(-c2ccc(F)cc2)n1 (stereo not drawn)
 : -0.7, 1456, -0.57, 1410, -4, 709, 1.1, 0.0064, -0.33, -0.5, 0.28, i, 34, 2.5, 2.2, 12, i, 0.1, 11%
O=C(O)C1CC(=O)N(c2ccc(Br)cc2)C1 (stereo not drawn)
 : x, x, 0.79, 1158, -9, 418, 1, -1.1, -0.29, -0.59, 1.4, i, 13, 15, 20, 97, i, 0.9, -4%
CC[C@@H](C(=O)n1nc(C)cc1C)[C@H](NS(=O)(=O)c1ccc(C)cc1)c1ccccc1
 : -8.4, 1242, -0.3, 884, 8, 790, 1.1, 0.45, -0.23, 0.67, -0.47, i, 49, 1.4, 0.8, 5.0, i, 1.7, 11%
Cc1ccccc1C(=O)c1c[nH]c(C(=O)NCCCn2ccnc2)c1
 : -3.3, 1302, 1.6, 1694, x, x, 1.1, 0.037, -0.24, -0.2, 0.68, i, 34, 1.6, 1.5, 4.9, i, 0.5, 4%
CCCCNC(=O)NNC(=O)COc1cccc(C)c1C
 : 1.0, 948, x, x, 11, 613, 1.1, -0.88, -0.24, -0.6, 0.88, i, 13, 3.0, 2.3, 4.8, i, 0.2, 0%
CC1(C)Cc2nc3sc(C(N)=O)c(N)c3cc2CO1
 : 0.6, 1277, 0.01, 1024, -2, 683, x, -0.37, -0.28, -0.12, 1.1, i, 22, x, x, x, i, 1.3, x
